# Assay outcomes (PubChem BioAssay)
# FBW7 act: human FBW7 E3 ligase activation, primary screen; Q969H0; AlphaScreen FBW7–phospho-cyclin E peptide binding, activator screen; normalized activity (activation), % at 26.1 µM; AID 1259310; 650,000 tested, 0.13% active; in the data active = normalized activity above about 1.9%;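 note: purified mutant Fbw7 with reduced substrate affinity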
# Target sequence (Q969H0 whole entry, looked up): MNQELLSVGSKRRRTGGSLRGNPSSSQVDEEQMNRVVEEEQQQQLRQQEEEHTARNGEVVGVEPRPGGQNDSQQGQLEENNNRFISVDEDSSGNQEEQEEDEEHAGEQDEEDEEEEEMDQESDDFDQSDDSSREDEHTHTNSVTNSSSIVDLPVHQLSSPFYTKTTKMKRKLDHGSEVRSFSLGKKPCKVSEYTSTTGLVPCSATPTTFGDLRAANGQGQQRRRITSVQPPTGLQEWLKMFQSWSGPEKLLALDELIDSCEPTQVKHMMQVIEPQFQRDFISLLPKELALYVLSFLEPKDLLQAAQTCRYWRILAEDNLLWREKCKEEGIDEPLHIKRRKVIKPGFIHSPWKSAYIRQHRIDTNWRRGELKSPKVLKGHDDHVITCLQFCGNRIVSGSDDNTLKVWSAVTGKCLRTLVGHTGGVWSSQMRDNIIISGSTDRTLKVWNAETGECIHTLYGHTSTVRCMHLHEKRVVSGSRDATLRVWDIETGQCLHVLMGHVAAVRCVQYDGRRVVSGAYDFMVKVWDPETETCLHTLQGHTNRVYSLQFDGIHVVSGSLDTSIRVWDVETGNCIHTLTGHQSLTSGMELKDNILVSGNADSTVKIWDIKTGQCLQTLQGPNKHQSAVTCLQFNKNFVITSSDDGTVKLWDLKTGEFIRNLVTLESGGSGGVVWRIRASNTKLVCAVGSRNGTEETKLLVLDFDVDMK
# MITF inh: human MITF inhibition, primary screen; O75030; 650,000 tested, 0.91% active; inhibition, % at 2.6 µM; AID 1259374; AlphaScreen MITF homodimerization, bead proximity signal; in the data active = inhibition above about 50%;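 note: 0% = vehicle wells with protein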
# TEAD-YAP inh: TEAD-YAP interaction inhibition. HEK-TIYL cells, TEAD-Gal4/YAP UAS-luciferase luminescence. inhibition, % at 9.12 µM. 640,000 tested, 1.4% active; in the data active = inhibition above about 32%;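 note: 0% = median of test compound wells and 100% = reference inhibitor wells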
# GPR151 activ: activates the human receptor GPR151; Q8TDV0; PathHunter beta-arrestin GPR151 cells, luminescence; activation, % at 11.2 µM; 650,000 tested, 1% active; AID 1508602; in the data active = activation above about 4.9%;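 note: 0% = median of compound wells and 100% = cells with positive control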
# Target sequence (Q8TDV0 whole entry, looked up): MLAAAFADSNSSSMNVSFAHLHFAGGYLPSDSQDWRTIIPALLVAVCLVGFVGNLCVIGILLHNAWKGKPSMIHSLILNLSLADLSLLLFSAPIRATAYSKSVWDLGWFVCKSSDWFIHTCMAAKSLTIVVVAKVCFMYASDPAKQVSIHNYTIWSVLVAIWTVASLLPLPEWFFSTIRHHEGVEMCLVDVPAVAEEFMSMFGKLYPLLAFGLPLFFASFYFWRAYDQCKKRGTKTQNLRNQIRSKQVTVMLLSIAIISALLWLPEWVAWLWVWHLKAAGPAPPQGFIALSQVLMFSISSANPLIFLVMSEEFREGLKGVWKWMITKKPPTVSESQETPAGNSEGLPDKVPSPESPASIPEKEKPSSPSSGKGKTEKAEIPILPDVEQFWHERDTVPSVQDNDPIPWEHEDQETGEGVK
# * = called active by the depositor.
# The opening 7 records, ahead of the listing:
SMILES,FBW7 act,MITF inh,TEAD-YAP inh,GPR151 activ
COc1cc(C(=O)Nc2cc(C(=O)NCc3cccs3)ccc2N2CC3CC(C2)c2cccc(=O)n2C3)cc(OC)c1OC (stereo not drawn),0.2,6,-3,1.4
O=C(Nc1ccc(NC(=O)c2cccs2)cc1)c1ccc([N+](=O)[O-])cc1,0.3,10,9,0.9
Cc1c(C(=O)Nc2ccccc2F)sc2ncn(Cc3cccc(F)c3)c(=O)c12,0.4,4,11,-0.2
CCCC12CN3CC(C)(CN(C1)C31C(=O)Nc3ccc(C)cc31)C2=O (stereo not drawn),-0.1,-4,-6,0.5
Cc1ccc(C(=O)Nc2ccc3oc(-c4cccnc4)nc3c2)cc1,0.1,-18,-26,-0.1
CCOC(=O)N1CCN(CC(O)COc2ccccc2C(C)C)CC1 (stereo not drawn),0.0,4,5,0.1
CCN(CC)CCN(C)C(=O)CCc1nnc(-c2cc(C)on2)o1,0.1,0,-7,0.2

# The listing, previewed entries included:
SMILES,FBW7 act,MITF inh,TEAD-YAP inh,GPR151 activ
COc1cc(C(=O)Nc2cc(C(=O)NCc3cccs3)ccc2N2CC3CC(C2)c2cccc(=O)n2C3)cc(OC)c1OC (stereo not drawn),0.2,6,-3,1.4
O=C(Nc1ccc(NC(=O)c2cccs2)cc1)c1ccc([N+](=O)[O-])cc1,0.3,10,9,0.9
Cc1c(C(=O)Nc2ccccc2F)sc2ncn(Cc3cccc(F)c3)c(=O)c12,0.4,4,11,-0.2
CCCC12CN3CC(C)(CN(C1)C31C(=O)Nc3ccc(C)cc31)C2=O (stereo not drawn),-0.1,-4,-6,0.5
Cc1ccc(C(=O)Nc2ccc3oc(-c4cccnc4)nc3c2)cc1,0.1,-18,-26,-0.1
CCOC(=O)N1CCN(CC(O)COc2ccccc2C(C)C)CC1 (stereo not drawn),0.0,4,5,0.1
CCN(CC)CCN(C)C(=O)CCc1nnc(-c2cc(C)on2)o1,0.1,0,-7,0.2
CCc1ccc(C2CC(c3ccc(Cl)cc3)Nc3nnnn32)cc1 (stereo not drawn),0.0,-1,2,0.7
COc1ccc(S(=O)(=O)N2CCCCCC2)cc1C(=O)O,0.2,16,-3,-0.7
CC(C)N(C(=O)CN1C(=O)c2ccccc2S1(=O)=O)c1ccccc1,0.1,-4,3,-0.4
CC1CC(C)CN(C(=O)Cn2nc3n(C)c4ccccc4n3c2=O)C1 (stereo not drawn),-0.1,-3,5,-0.1
CCOc1cc2c(C#N)c(N3CCN(c4n[nH]c(=O)[nH]c4=O)CC3)nc(N)c2c(N)n1,0.0,-3,14,0.9
COc1ccccc1C(=O)NCC(=O)Nc1ccccc1,0.1,-7,2,-0.8
CC1CCCCC12NC(=O)N(CC(=O)Nc1cccc(I)c1)C2=O (stereo not drawn),0.0,15,3,-1.1
COc1ccc(OC)c(S(=O)(=O)N2CCc3ccccc3C2)c1,0.0,-6,-5,2.6
COc1ccc(NC(=O)N2CCN(S(=O)(=O)c3ccc(F)cc3)CC2)c(OC)c1,0.0,25,-8,4.1
O=C(CSc1ncn[nH]1)N(C1CCCCC1)C1CCCCC1,0.0,3,6,0.1
CC(C)(C)c1ccc(C(=O)Nc2ccc3oc(Cc4ccc(Cl)cc4)nc3c2)cc1,0.0,-2,2,-0.1
NC1=NC(=O)/C(=C\c2ccccc2OCc2ccccc2)S1,0.0,-6,-4,0.4
COc1ccccc1/C=C1/SC(=S)N(CCC(=O)Nc2ccc(C(C)=O)cc2)C1=O,-0.1,-13,-5,0.8

# Next part; it opens with the two that closed the last part.
SMILES,FBW7 act,MITF inh,TEAD-YAP inh,GPR151 activ
NC1=NC(=O)/C(=C\c2ccccc2OCc2ccccc2)S1,0.0,-6,-4,0.4
COc1ccccc1/C=C1/SC(=S)N(CCC(=O)Nc2ccc(C(C)=O)cc2)C1=O,-0.1,-13,-5,0.8
O=C(COc1cccc(Br)c1)NNC(=O)CSCc1ccccc1,0.0,-7,13,-1.3
COC(=O)C1=C(C)NC(=O)/C1=C\c1cccc(OC)c1,-0.3,4,-2,-0.2
COc1ccc(OC)c([N+](=O)[O-])c1C=C1C(=O)N(C)C(=O)N(C)C1=O,-0.3,15,2,-0.6
CCCOc1ccc(-c2cc(OCC)c3c(C)oc(C)c3c(=O)c2)cc1,0.0,3,11,0.7
CC12CCC(C(=O)Nc3ccc(Br)cn3)(C(=O)C1=O)C2(C)C (stereo not drawn),-0.1,-1,2,2.6
O=C(O)CN(c1ccc(Cl)c(C(F)(F)F)c1)S(=O)(=O)c1ccccc1,0.3,1,-2,0.0
O=C1CCC(C(=O)NNC(=O)c2cccc(Cl)c2)=NN1,0.1,-8,-3,0.2
O=C1N[C@H](Cc2ccccc2)C(=O)N2C[C@@H](NCc3ccccc3)C[C@@H]12,0.8,17,6,-0.7
COc1ccc(N(CC(=O)Nc2cccc([N+](=O)[O-])c2)S(C)(=O)=O)cc1,0.3,-13,6,0.9
O=C(Nc1ccc(Br)cc1F)C1CCCC1,0.2,9,-6,-2.2
CCOc1ccc(/C=C/C(=O)C2(C)COCOC2)cc1,0.5,14,4,-0.5
Oc1oc(-c2cccc3ccccc23)nc1C=NCc1ccccc1,0.1,9,-10,-0.3
CC1(C(=O)Nc2nc(-c3ccccc3)cs2)CCC(C(=O)O)C1(C)C (stereo not drawn),0.0,12,3,0.2
CCOc1ccc(C(=O)CN2CCN(S(=O)(=O)c3ccc(F)cc3)CC2)cc1,-0.1,4,10,1.9
CCOC(=O)c1oc2ccccc2c1NC(=O)CN1CCOCC1,0.0,9,0,1.3
Cc1ccc(S(=O)(=O)N2CCSC2)cc1,0.1,-10,-4,-0.6
CCOC(=O)CCc1c(C)nc2c(C)c(-c3ccccc3)[nH]n2c1=O,0.3,4,4,-0.3
COC(=O)c1cc(S(=O)(=O)N2CCC(Cc3ccccc3)CC2)cn1C,-0.1,2,8,0.6
CC(C)(C)NC(=O)CSc1nc2ccccc2c(=O)[nH]1,0.1,6,-31,0.2
COc1ccc(CCNC2=NCCS2)cc1,-0.1,1,-19,-1.4
Cc1nn(C)cc1CN(C)C(Cc1ccccc1)C1CCN(Cc2ncc[nH]2)CC1 (stereo not drawn),0.0,2,-8,0.0
Cc1nnc(SCC(=O)Nc2cccc(C(=O)O)c2)s1,0.1,-5,-1,1.8
CCCSCCCNC(=O)C1CCCN(c2nnc(N3CCCC3=O)s2)C1 (stereo not drawn),0.0,4,-3,0.5
O=C(CC1C(=O)NCCN1C1CCCC1)NCCc1ccco1 (stereo not drawn),0.2,7,-4,-1.0
COc1cc(NC(=O)c2ccc(Br)cc2)cc([N+](=O)[O-])c1,-0.1,-7,-2,1.5
COCCn1c(NN)nc2c1c(=O)[nH]c(=O)n2C,-0.4,5,-6,-0.8
CCCCCOCC1OC2OC(C)(C)OC2C2OC(C)(C)OC12 (stereo not drawn),-0.1,-1,3,0.4
CCOC(=O)c1sc2ncc([N+](=O)[O-])cc2c1N,-0.2,15,2,0.1
Cc1cc(O)c(C(=O)/C=C/c2cc(C(=O)O)cc3c2OCOC3)cc1C,-0.1,7,6,4.2
O=S(=O)(Nc1cccc2cccnc12)c1ccc(S(=O)(=O)N2CCCCC2)cc1,0.0,23,24,-1.1
O=C(Nc1nc([N+](=O)[O-])cs1)c1cccs1,0.4,-2,0,-0.2
COCCCNCCOc1c(Cl)cc(C)cc1Br,0.0,10,-6,1.2
CCCCOc1ccc(C(=S)N2CCN(C)CC2)cc1OC,-0.1,-5,-6,0.2
CCCCC(=O)Nc1sc2c(c1C#N)CCN(C(C)=O)C2,-0.1,7,43*,0.4
COc1ccc(CCNc2cc(N3CCN(c4ccccn4)CC3)ncn2)cc1,0.0,2,11,-1.0
Cc1cccc(C)c1N(C)C(=O)[C@@H]1[C@H]2C[C@H]3[C@@H]1C(=O)O[C@H]3C2,-0.1,1,-1,0.7
CN1CCN(C(=O)c2ccc(OCc3ccccc3)cc2)CC1,0.0,0,0,-0.4
CCN(CCO)CCCC(C)Nc1ccnc2cc(Cl)ccc12 (stereo not drawn),0.0,-21,-6,3.9
COCCNC(=S)NCCNc1nc2c(C)cccc2cc1C#N,0.1,-2,1,0.6
COC(=O)c1ccc(C(=O)OC)c(NC(=O)c2ccc(F)cc2)c1,0.0,7,-7,-0.2
CC(=O)C(CC(=O)N1CCCCCC1)C(=O)Nc1ccccc1Cl (stereo not drawn),0.0,0,-2,-0.2
COc1ccc(Br)cc1C1CC(=O)Nc2c1ccc1ccccc21 (stereo not drawn),0.0,12,12,1.1
O=C(NC1CCCc2ccccc21)c1ccccc1-n1cnnn1 (stereo not drawn),0.1,-2,-10,1.6
FC(F)(F)c1ccc(Cn2cnc3c(NCCN4CCOCC4)nc(N4CCN(Cc5ccc6c(c5)OCO6)CC4)nc32)cc1,0.2,5,6,2.7
Cc1ccc(OCCn2ccnc2)cc1C,-0.1,41,-14,0.2
O=C(NCCc1ccc(O)cc1)c1cccc(Nc2ccccc2)n1,0.2,-2,-11,0.4
O=C(Cn1nnc(-c2ccccc2)n1)N/N=C/c1cc(Br)cc([N+](=O)[O-])c1O,0.0,-1,0,-0.7
Cc1cc(O)c(C=Nc2ccccc2C(F)(F)F)c(=O)o1,-0.1,3,-2,-0.6
COC(=O)c1cn(NC(=O)C2CC2)c(=O)c2ccccc12,0.0,14,2,-0.1
COc1ccc(/C=C2/SC(=S)N(CC(=O)O)C2=O)cc1[N+](=O)[O-],-0.3,12,2,-1.4
COc1ccc(Br)cc1C1N(c2cccc(C)c2)CCN1c1cccc(C)c1,-0.2,-7,-13,-0.2
O=C1NCCN(Cc2ccc(F)c(F)c2)C1CC(=O)N1CCSCC1 (stereo not drawn),0.6,13,1,0.1
O=C(CN1C(=O)C2CCCN2c2ncc(Cl)cc21)NCc1ccc(F)cc1 (stereo not drawn),0.1,2,7,-0.7
Clc1ccccc1-c1nc(N2CCN(c3ccccc3)CC2)c2ccccc2n1,0.1,-5,3,-1.2
COc1ccc(-c2nc(NCCCN(C)C)c3ccccc3n2)cc1,0.3,7,-26,0.1
COc1ccc2c(C(F)(F)F)cc(=O)oc2c1,-0.8,-8,-17,-1.4
CCOC(=O)N1N=C(c2ccc(CC)cc2)CC1(O)C(F)(F)F (stereo not drawn),0.1,-5,9,-0.3
CC(C)C[C@H]1NC(=O)[C@@H]2C[C@H](NC(=O)c3ccc4ccccc4c3)CN2C1=O,0.1,11,11,1.2
COc1ccccc1NS(=O)(=O)c1c(C)ccc2nsnc12,-0.1,-3,-6,0.8
O=C1c2cccc([N+](=O)[O-])c2C(=O)N1Cc1ccc(F)cc1Cl,-0.1,13,-3,-0.1

# Complete entries, looked up by structure. Values in the order: FBW7 act, MITF inh, TEAD-YAP inh, GPR151 activ
# O=C(NC1CCCc2ccccc21)c1ccccc1-n1cnnn1 (stereo not drawn) as listed: 0.1, -2, -10, 1.6
# COc1ccc(-c2nc(NCCCN(C)C)c3ccccc3n2)cc1 as listed: 0.3, 7, -26, 0.1

# The list goes on.
SMILES,FBW7 act,MITF inh,TEAD-YAP inh,GPR151 activ
O=C(CBr)Nc1cc2c(cc1C(=O)c1cccc(Cl)c1)OCCO2,-0.5,-8,-3,0.7
CCN(c1ccccc1)S(=O)(=O)c1ccc(F)c(C(=O)Nc2ccc(Br)cc2)c1,0.1,25,0,-0.6
CC(=O)Nc1nc2c(s1)C(=O)CC(C(=O)NCC1OCCc3ccccc31)C2 (stereo not drawn),0.0,21,-11,-0.2
COc1ccc(/C(C)=N\NC(=O)CCn2nnc3ccccc32)cc1OC,0.8,19,1,-1.1
CC(=O)N1CCN(Cc2ccc3c(c2)CN(C(=O)c2ccc(CC(C)C)cc2)CCO3)CC1,0.0,12,-3,-0.1
Clc1ccc(-c2csc(NCc3ccccc3)n2)cc1,0.5,15,-32,-0.7
Cc1cccc(Nc2nc(-c3cc4cc(Br)ccc4oc3=O)cs2)c1,0.3,-3,0,-0.1
O=C(COC(=O)CNC(=O)c1ccccc1)Nc1cccc2c1C(=O)c1ccccc1C2=O,0.5,8,-5,-0.1
Cc1cccc(C(=O)n2c(=S)nc3ccc(Cl)cn32)c1,0.5,0,-32,-1.7
Cc1ccc(NC(=O)CC2C(=O)NCCN2C(=S)Nc2ccccc2)c(C)c1 (stereo not drawn),0.1,8,18,0.9
CCOC(=O)c1c(NC(=O)c2ccccc2I)sc(C)c1C,0.0,1,-4,-0.2
COc1ccc(C(C)(C)C)cc1NC(=O)C1CCCCC1C(=O)O (stereo not drawn),0.7,4,7,4.1
C=CCN1C(=O)/C(=C2\SC(=S)N(CCC)C2=O)c2ccccc21,0.0,-3,0,0.5
COc1cccc(NC(=O)c2c(C)nc3sccn23)c1,0.4,3,4,0.0
CC(=O)NC(=S)NNS(=O)(=O)c1ccc(C)cc1,0.0,7,-2,-0.2
Cc1cc2c(s1)c1cnn(CC(=O)N3CCOCC3)c(=O)c1n2Cc1ccc(F)cc1,0.3,2,14,-0.2
O=C(c1ccccc1)c1ccc(COC(=O)c2cnccn2)cc1,0.0,19,-7,-0.8
COc1ccc(S(=O)(=O)N2CCN(Cc3nc4ccccc4[nH]3)CC2)cc1OC,-0.1,4,0,2.0
CC(C)C12CN3CC(C(C)C)(CN(C1)C3c1ccc(F)cc1)C2=O (stereo not drawn),0.0,2,-3,0.2
COc1ccc(-n2c(SCC#N)nc3c(c2=O)C2(CCCCC2)Cc2ccccc2-3)cc1,-0.1,14,3,1.5
COc1ccc(OC)c(/C=C2\C(=O)ON=C2c2ccccc2)c1,0.2,77*,-8,0.1
C/C(=N\N1CCN(Cc2cccc3ccccc23)CC1)c1cccs1,0.1,10,6,-0.3
O=C(NCCCNC(=O)c1ccccc1)c1ccccc1,0.0,-6,5,1.9
